ATXN2 expr inh – inhibitors of ATXN2 expression; HEK-293 ATXN2-luciferase reporter, luminescence, 24 h; Potency, µM (doses to about 57 µM), for inactives: top-dose activity change, negative = inhibition, most hits filed as inhibitors; actives 0.72% (n = 360,000); AID 1745845; also: potency is read from the fitted curve at half-maximal effect; % is scaled to controls: 0 for no effect and ±100 for the full control effect; nearly all actives have a fitted effect of over 55% in size
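ATXN2-luciferase reporter cells (luciferase flanked by upstream and downstream ATXN2 gene portions) were treated 24 h at 37 °C with compounds at up to 57 uM. SteadyGlo luminescence gave expression; GF-AFC fluorescence gave viability.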
SW480 rerep – induces DNA re-replication in SW480 colon adenocarcinoma cells; SW480 DNA re-replication, Hoechst DNA content imaging, 48 h; Potency, µM (titrated, usually from 46.1 µM), for the others: top-dose re-replication activation, usual class: activators; actives 1.8% (n = 340,000); AID 624297; also: potency is read from the fitted curve at half-maximal effect; % of control where 0% means no effect; nearly all actives have a fitted effect of over 55% in size
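Image-based read-out: total Hoechst fluorescence of nuclei (405 nm excitation, 500-530 nm emission), with hits raising the fraction of high-intensity nuclei. SW480 colon cells incubated 48 hr with compounds at 37 C.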
KB-3-1 tox – KB-3-1 parental cell cytotoxicity. KB-3-1 viability, CellTiter-Glo ATP luminescence, 72 h. Potency, µM (highest dose often 46.1 µM), for inactives: at the top dose activity change, negative = cytotoxic, usual class: cytotoxic. actives 1.4% (n = 400,000); also: potency is read from the fitted curve at half-maximal effect; % is scaled to controls: 0 for no effect and ±100 for the full control effect; nearly all actives have a fitted effect of over 60% in size
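KB-3-1 parental drug-naive adenocarcinoma cells in DMEM/10% FBS, incubated 72 h at 37 C with pin-transferred compounds across a concentration series. Viability by CellTiter-Glo luminescence; concentration-response curves fitted after normalization.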
IL1B secr inh – blocks inflammasome-driven IL-1 beta release; THP-1 LPS/ATP IL-1B secretion, AlphaLISA, 16 h; hits give low values; activity change, % at 57.5 µM; actives 4.7% (n = 360,000); AID 743279; in the data active = activity change below about -50%; inconclusive = mostly about -30% to -49%; also: % is scaled to controls: 0 for no effect and ±100 for the full control effect
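THP-1 cells pretreated 1 hr with compounds (up to 57.5 uM final), then stimulated with LPS (250 ng/mL final) plus ATP (1.25 mM final); secreted IL-1B measured by AlphaLISA after 16 hr, decreased signal indicating inhibition.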
MCF10A rereplic – inducers of DNA re-replication in MCF 10A breast cells | MCF 10A DNA re-replication, Hoechst nuclear intensity, 48 h | Potency, µM (highest dose often 46.1 µM), for the others: at the top dose activity, positive = re-replication, most hits filed as activators | actives 2.9% (n = 350,000) | AID 624296; also: potency is read from the fitted curve at half-maximal effect; % of control where 0% means no effect; nearly all actives have a fitted effect of over 50% in size
HT1080 IDH1KD tx – toxicity to HT-1080 IDH1 knockdown cells (counter line); HT-1080 IDH1 knockdown viability, ATP luminescence, 48 h; Potency, µM (series often up to 46.1 µM), without a hit: at the highest dose activity, negative = toxicity, actives largely listed as cytotoxic; actives 2% (n = 360,000);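 also: potency is read from the fitted curve at half-maximal effect; 0% = DMSO wells and -100% = cell-free medium wells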
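CellTiter-Glo luminescence after 48 h compound exposure at 37 degrees C of IDH1-knockdown HT-1080 cells in 5% FBS RPMI. %Activity scaled between DMSO wells and cell-free media wells, with curves fitted and assigned curve classes.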
HepG2 viability – kills HepG2 cells in TGF-b inhibitor counter-screen. HepG2 CAGA-GFP viability, ATP luminescence, 18 h. Potency, µM (highest dose often 46.1 µM), inactives show top-dose activity change, negative = cytotoxicity, hits mostly cytotoxic. actives 0.76% (n = 410,000). AID 588856; also: potency is read from the fitted curve at half-maximal effect; some results filed as inactive show a strong effect at the top dose
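HepG2 CAGA-GFP cells (1000/well, DMEM with 1% FBS) received compound, then TGF-beta at 500 pg/mL final, and were incubated 18 hours at 37 degrees C. Viability was read by CellTiter-Glo luminescence. Media-only wells were set as complete cell-killing and DMSO as no toxicity.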
ATXN viability – reduces viability in counter-screen for ATXN expression inhibitors | S2 cells (HEK-293 line with an ATXN2-luciferase reporter) viability, CellTiter-Fluor protease fluorescence, 24 h | Potency, µM (series often up to 56.7 µM), actives largely listed as cytotoxic | actives 0.49% (n = 400,000); also: potency is read from the fitted curve at half-maximal effect; nearly all actives have a fitted effect of over 40% in size
HT1080NT lethal – kills 2HG-producing HT-1080-NT fibrosarcoma cells; Potency, µM (titrated, usually from 46.1 µM), inactives show top-dose activity, negative = less viability, usual class: cytotoxic; HT-1080-NT fibrosarcoma viability, CellTiter-Glo ATP luminescence, 48 h; actives 1.6% (n = 360,000);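 also: NT is the 2HG producing partner of a matched IDH1 knockdown line; potency is read from the fitted curve at half-maximal effect; 0% = DMSO-treated cells and -100% = media-only wells without cells; nearly all actives have a fitted effect of over 55% in size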
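750 cells/well, RPMI + 5% FBS; 2 h settle, compound pin-transfer, 48 h at 37 degrees C. CellTiter-Glo 10 min RT, luminescence. Normalized to DMSO and media-only wells.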
The depositor's hits bear a star; [ ] = another dose, or the depositor's remark. Unless noted, calls follow the shape of the dose curve; as a rule, active = well fitted curve in the direction sought with a large enough effect; inconclusive = small, poorly fitted or top-dose-only effect, or another doubt; inactive = no such curve, though single readings can be large; an effect the other way counts as inactive or inconclusive. Hits appear at their usual frequency, and some 8.9% of all compounds hit somewhere here.

Screening c1ccc(-c2nc(CSc3n[nH]c(-c4cccs4)n3)cs2)cc1 returned ATXN2 expr inh -8.5%, SW480 rerep -1.4%, KB-3-1 tox -5.0%, IL1B secr inh 25.8, MCF10A rereplic 6.0%, HT1080 IDH1KD tx -17.4%, HepG2 viability -5.4%, ATXN viability inactive and HT1080NT lethal 0.4%.
Cc1ccc2c(c1)cc(CN(Cc1cccnc1)C(=O)NCc1ccccc1)c1nnnn12 was read as ATXN2 expr inh 1.3%, SW480 rerep 8.5%, KB-3-1 tox inconclusive, IL1B secr inh -3.4, MCF10A rereplic 15.4%, HT1080 IDH1KD tx 1.7%, HepG2 viability -14.7%, ATXN viability inactive and HT1080NT lethal 10.5%.
Screening Cc1cccn2c(=O)c3cc(C(=O)NCC4CCCO4)c(=N)n(CC4CCCO4)c3nc12 (stereo unspecified) returned ATXN2 expr inh -7.8%, SW480 rerep 3.66µM*, KB-3-1 tox -1.8%, IL1B secr inh -5.3, MCF10A rereplic 4.61µM*, HT1080 IDH1KD tx -3.2%, HepG2 viability -17.1% and HT1080NT lethal 7.2%.
Screening CCOc1ccc(NC(=O)[C@@H](NC(=O)c2ccccc2Br)C(C)C)cc1 returned ATXN2 expr inh 7.0%, SW480 rerep 20.9%, KB-3-1 tox -9.8%, IL1B secr inh -3.3, MCF10A rereplic 5.5%, HT1080 IDH1KD tx 7.6%, HepG2 viability -48.7%, ATXN viability inactive and HT1080NT lethal 7.3%.
`O=[N+]([O-])c1cc(S(=O)(=O)C(F)(F)F)ccc1N1CCN(c2ccccc2)CC1` gave ATXN2 expr inh -25.6%, SW480 rerep 2.5%, KB-3-1 tox -0.1%, IL1B secr inh inconclusive, MCF10A rereplic 3.3%, HT1080 IDH1KD tx -5.5%, HepG2 viability -20.7%, ATXN viability inactive and HT1080NT lethal -4.5%.
CC(C)OC(=O)Cn1nc(C(F)(F)F)c2c1CCCC2 was read as ATXN2 expr inh 2.0%, SW480 rerep -5.8%, KB-3-1 tox 0.0%, IL1B secr inh 29.2, MCF10A rereplic -3.2%, HT1080 IDH1KD tx 3.6%, HepG2 viability 26.6%, ATXN viability inactive and HT1080NT lethal -1.2%.
`C=CCn1c(SCC(=O)NC2CC2)nc2sc(CC)cc2c1=O` gave SW480 rerep -34.2%, KB-3-1 tox -3.4%, IL1B secr inh 9.9, MCF10A rereplic 0.9%, HT1080 IDH1KD tx -2.8%, HepG2 viability 7.8%, ATXN viability inconclusive and HT1080NT lethal -2.9%.
`COc1ccc(-n2c(CNC(=O)c3ccc(S(=O)(=O)N4CCCC4)cc3)n[nH]c2=S)cc1` gave ATXN2 expr inh 4.5%, SW480 rerep -11.7%, KB-3-1 tox 5.1%, IL1B secr inh 4.3, MCF10A rereplic -6.2%, HT1080 IDH1KD tx -16.8%, HepG2 viability -5.3%, ATXN viability inactive and HT1080NT lethal 11.7%.
For CCN=C(NCC)SC1CC(=O)N(c2cccc(OC)c2)C1=O (stereo unspecified) the results were ATXN2 expr inh -12.7%, SW480 rerep 7.7%, KB-3-1 tox 5.8%, IL1B secr inh -19.3, MCF10A rereplic 4.8%, HT1080 IDH1KD tx 4.0%, HepG2 viability -27.4%, ATXN viability inactive and HT1080NT lethal 15.6%.
For O=C1CCCN1CCC1CCCCN1Cc1nc(-c2cnccn2)no1 (stereo unspecified) the results were SW480 rerep -4.8%, KB-3-1 tox inconclusive, IL1B secr inh 9.9, MCF10A rereplic 9.6%, HT1080 IDH1KD tx 2.5%, HepG2 viability 13.6%, ATXN viability inactive and HT1080NT lethal 3.1%.
For COc1cc(CN2CCCC(N3CCN(c4ccccc4C)CC3)C2)cc(Cl)c1O (stereo unspecified) the results were ATXN2 expr inh -8.7%, SW480 rerep -1.2%, KB-3-1 tox -1.1%, IL1B secr inh -1.5, MCF10A rereplic 25.9%, HT1080 IDH1KD tx -8.9%, HepG2 viability -21.5%, ATXN viability inactive and HT1080NT lethal -0.3%.
Screening O=C(CSc1nc(=O)n2cc(Cl)ccc2n1)Nc1ccc2c(c1)OCO2 returned ATXN2 expr inh 5.3%, SW480 rerep -1.6%, KB-3-1 tox -5.2%, IL1B secr inh inconclusive, MCF10A rereplic -1.7%, HT1080 IDH1KD tx 10.6%, HepG2 viability 1.2%, ATXN viability inconclusive and HT1080NT lethal 4.9%.
`COc1ccc(O)c(-c2cn[nH]c2-c2cccs2)c1` gave ATXN2 expr inh 4.2%, SW480 rerep -2.7%, KB-3-1 tox inconclusive, IL1B secr inh 6.3, MCF10A rereplic -4.9%, HT1080 IDH1KD tx -3.9%, HepG2 viability 7.8%, ATXN viability inactive and HT1080NT lethal -8.0%.
For O=C(c1ccco1)n1nc(-c2ccccc2)nc1NCc1ccccc1Cl the results were ATXN2 expr inh 4.6%, KB-3-1 tox 18.9%, HepG2 viability 18.6% and ATXN viability inactive.
`C[C@H]1CN([C@@H](C)CO)C(=O)CCCn2cc(nn2)CO[C@@H]1CN(C)C(=O)Nc1cccc(Oc2ccccn2)c1` gave ATXN2 expr inh -2.3%, KB-3-1 tox 12.1%, IL1B secr inh -7.7, HT1080 IDH1KD tx 1.3%, HepG2 viability -5.8%, ATXN viability inactive and HT1080NT lethal -2.0%.
`Cc1nn(C)cc1/C=C1\CCC/C(=C\c2cn(C)nc2C)C1=O` gave ATXN2 expr inh 8.4%, SW480 rerep 3.6%[9.22 µM], KB-3-1 tox -29.1%, IL1B secr inh 0.0, MCF10A rereplic 26.8%, HT1080 IDH1KD tx -28.4%, HepG2 viability -11.9%, ATXN viability inactive and HT1080NT lethal -4.0%.
For CN(C(=O)c1ccc(NC(=O)Cc2cccc(NC(=O)C3CCN(C(=O)C4CCCCC4)CC3)c2)cc1)C1CC1 the results were ATXN2 expr inh 4.1%, SW480 rerep -0.2%, KB-3-1 tox 0.0%, IL1B secr inh -13.2, MCF10A rereplic -3.9%, HT1080 IDH1KD tx -1.6%, HepG2 viability -10.0%, ATXN viability inactive and HT1080NT lethal -1.3%.
Screening O=C(CCn1c(=O)oc2ccccc21)Nc1ccon1 returned ATXN2 expr inh 6.3%, SW480 rerep -5.3%, KB-3-1 tox 1.8%, IL1B secr inh 10.7, MCF10A rereplic -1.6%, HT1080 IDH1KD tx 21.1%, HepG2 viability 0.7%, ATXN viability inactive and HT1080NT lethal 10.3%.
Screening CCCCNc1c([N+](=O)[O-])cc(C)cc1[N+](=O)[O-] returned ATXN2 expr inh 7.3%, SW480 rerep -8.7%, KB-3-1 tox 8.3%, IL1B secr inh -5.4, MCF10A rereplic -5.9%, HT1080 IDH1KD tx 14.6%, HepG2 viability 0.8%, ATXN viability inactive and HT1080NT lethal 4.7%.
CCCn1c(NCc2cc(C)ccc2O)nc2ccccc21 was read as ATXN2 expr inh -25.5%, SW480 rerep 15.9%, KB-3-1 tox -4.2%, IL1B secr inh -12.1, MCF10A rereplic 0.0%, HT1080 IDH1KD tx inconclusive, HepG2 viability -24.4%, ATXN viability inactive and HT1080NT lethal -26.9%.
CCOC(=O)c1ccc(Nc2ncnc3c2cnn3C)cc1 was read as ATXN2 expr inh 6.1%, SW480 rerep 1.6%, KB-3-1 tox 6.8%, IL1B secr inh -13.9, MCF10A rereplic -0.5%, HT1080 IDH1KD tx 16.4%[9.24 µM], HepG2 viability -21.1%, ATXN viability inactive and HT1080NT lethal -5.1%.
`CCN(C(=O)COC(=O)c1c(NC(C)=O)sc(C)c1C)c1c(N)n(Cc2ccccc2)c(=O)[nH]c1=O` gave SW480 rerep -1.4%, KB-3-1 tox 4.0%, IL1B secr inh 14.1, MCF10A rereplic 7.3%, HT1080 IDH1KD tx -4.4%, HepG2 viability -6.0%, ATXN viability inactive and HT1080NT lethal 11.3%.
`CN(c1ccccc1)S(=O)(=O)c1ccc(NC(=O)c2ccccc2)cc1` gave ATXN2 expr inh -1.7%, SW480 rerep -7.0%, KB-3-1 tox inconclusive, IL1B secr inh inconclusive, MCF10A rereplic 16.6%, HT1080 IDH1KD tx -3.1%, HepG2 viability 21.0%, ATXN viability inactive and HT1080NT lethal 1.8%.
`O=C(COc1ccc2c3c(c(=O)oc2c1)CCC3)NCc1ccncc1` gave ATXN2 expr inh -3.5%, SW480 rerep -8.0%, KB-3-1 tox 18.2%, IL1B secr inh inconclusive, MCF10A rereplic -3.2%, HT1080 IDH1KD tx inconclusive, HepG2 viability 0.4%, ATXN viability inactive and HT1080NT lethal inconclusive.
For CC(C)(C)N(Cc1ccccc1)C(=O)COC(=O)/C=C/c1ccc2c(c1)OCO2 the results were ATXN2 expr inh 4.0%, SW480 rerep 11.5%, KB-3-1 tox -7.1%, IL1B secr inh -9.3, MCF10A rereplic 5.7%, HT1080 IDH1KD tx 6.3%, HepG2 viability 1.0%, ATXN viability inactive and HT1080NT lethal 2.4%.
`CC(NC(=O)Nc1ccc(O)cc1)(C(F)(F)F)C(F)(F)F` gave ATXN2 expr inh -12.7%, SW480 rerep -2.0%, KB-3-1 tox 17.2%, IL1B secr inh 21.4, MCF10A rereplic -0.3%, HT1080 IDH1KD tx -4.5%, HepG2 viability -19.9%, ATXN viability inactive and HT1080NT lethal -0.5%.
Cc1nn(CC(=O)Nc2ccc(Br)cc2F)c(=O)c2cccn12 was read as ATXN2 expr inh 4.4%, SW480 rerep 6.1%, KB-3-1 tox 0.4%, IL1B secr inh -1.6, MCF10A rereplic -0.7%, HT1080 IDH1KD tx 5.8%, HepG2 viability 5.8%, ATXN viability inactive and HT1080NT lethal 5.9%.

Screening data from PubChem.
